From PubChem BioAssay
Anthrax LF inh2 – blocks Bacillus anthracis lethal factor protease | multiplex microsphere protease cleavage assay, LF | inhibition, % at 10 µM | 360,000 compounds, 0.12% hits; note: plate controls were buffer without enzyme for full effect and enzyme alone for no effect
Target sequence (P15917 whole entry, looked up): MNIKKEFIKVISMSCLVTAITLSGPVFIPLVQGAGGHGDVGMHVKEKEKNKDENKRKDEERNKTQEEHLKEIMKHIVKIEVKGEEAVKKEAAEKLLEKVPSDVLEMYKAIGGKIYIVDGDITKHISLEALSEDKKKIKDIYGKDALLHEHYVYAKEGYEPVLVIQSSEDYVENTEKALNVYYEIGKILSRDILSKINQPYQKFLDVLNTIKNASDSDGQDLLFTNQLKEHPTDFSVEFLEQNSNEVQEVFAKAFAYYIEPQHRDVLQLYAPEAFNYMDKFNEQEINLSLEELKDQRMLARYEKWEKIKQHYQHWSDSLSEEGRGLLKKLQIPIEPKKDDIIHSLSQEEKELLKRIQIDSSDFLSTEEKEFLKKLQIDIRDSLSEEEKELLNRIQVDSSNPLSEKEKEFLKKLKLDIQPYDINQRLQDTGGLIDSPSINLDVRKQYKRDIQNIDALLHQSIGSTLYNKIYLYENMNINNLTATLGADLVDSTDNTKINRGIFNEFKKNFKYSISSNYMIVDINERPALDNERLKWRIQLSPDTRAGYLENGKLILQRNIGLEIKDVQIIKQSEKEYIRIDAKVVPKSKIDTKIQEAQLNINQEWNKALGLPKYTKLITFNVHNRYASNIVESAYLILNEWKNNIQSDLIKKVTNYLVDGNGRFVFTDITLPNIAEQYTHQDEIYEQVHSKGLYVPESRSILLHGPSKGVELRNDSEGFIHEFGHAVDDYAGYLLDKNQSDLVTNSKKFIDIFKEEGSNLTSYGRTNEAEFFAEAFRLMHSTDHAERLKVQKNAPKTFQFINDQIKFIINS
FadD28 FP inh – blocks FadD28 binding to the bisubstrate probe. fluorescence polarization. inhibition, % at 12.5 µM. 360,000 compounds, 0.22% hits. AID 588549; in the data active = inhibition above about 8.5%, passing the limit was not always enough; inconclusive = no clear call, values can overlap the other calls
BoNT A protease – inhibitors of Botulinum neurotoxin A light chain protease; 360,000 compounds, 0.17% hits; multiplex microsphere protease substrate cleavage, flow cytometry; AID 588499; inhibition, % at 10 µM; note: plate controls were buffer without enzyme for full effect and enzyme alone for no effect
TcdB GH inh – TcdB glycohydrolase inhibition. P18177. TcdB glycohydrolase enzymatic assay, plate reader. inhibition, % at 9.99 µM. 350,000 compounds, 0.24% hits. AID 652162; in the data active = inhibition above about 10%
Y pestis TopoI – inhibitors of Yersinia pestis topoisomerase I. 360,000 compounds, 0.064% hits. activity, % at 10 µM. Y. pestis Topo-I cleavage product accumulation, plate reader. AID 504884; in the data active = activity above about 50%, passing the limit was not always enough; inconclusive = no clear call, values can overlap the other calls; note: inactives centre near 2
BoNT F protease – BoNT F light chain protease inhibition; Multiplex microsphere protease cleavage assay, flow cytometry; inhibition, % at 10 µM; 360,000 compounds, 0.22% hits; AID 588497; in the data active = inhibition above about 35%, passing the limit was not always enough; inconclusive = no clear call, values can overlap the other calls; note: plate controls were buffer without enzyme for full effect and enzyme alone for no effect
PrPC surface inh – cell surface PrPC inhibition, primary TR-FRET screen | P04156 | TR-FRET read-out | inhibition, % at 13.8 µM | 370,000 compounds, 0.43% hits; in the data active = inhibition above about 24%; note: 0% = median of the test wells and 100% = reference compound wells
CCHF vOTU inh – CCHFV vOTU protease inhibition. Pep-AMC fluorescence. inhibition, % at 11.5 µM. 370,000 compounds, 0.55% hits; in the data active = inhibition above about 30%; note: 0% = vehicle wells with enzyme and 100% = no enzyme wells
PfHsp40 rescue – restores yeast growth despite PfHsp40 toxicity | S. cerevisiae expressing PfHsp40, growth rescue, ATP luminescence | growth rescue, % at 12.5 µM | 340,000 compounds, 0.68% hits; in the data active = growth rescue above about 28%, passing the limit was not always enough; inconclusive = no clear call, values can overlap the other calls;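 note: yeast W303a lacking pdr1 and pdr3 grown in galactose medium; growth measured after three days at 30 °C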
Starred values were filed as active, the others as inactive; ? = inconclusive; . = no result given; & = joins results of further samples. Cut-off read from the data, not from the text of the source, unless noted: active = inhibition above about 30%; inconclusive = no clear call, values can overlap the other calls; inactive = below that.

The line under a structure holds: TcdB GH inh | BoNT F protease | Anthrax LF inh2 | FadD28 FP inh | PrPC surface inh | Y pestis TopoI | PfHsp40 rescue | CCHF vOTU inh | BoNT A protease
> Cc1ccc(C(=O)NC(=S)NNC(=O)COc2ccc([N+](=O)[O-])cc2)cc1
    0.8 | 0 | -2 | . | -3 | -2 | -0.2 | 8 | 3.6
> Cc1cc(C)nc(N2CCC(C(=O)NCc3cccc(C(F)(F)F)c3)CC2)n1
    . | 17 | -6 | -16 | -1 | 0 | -1.0 | 1 | -0.9
> COc1cc(SC)ccc1C(=O)OCc1nc2ccsc2c(=O)[nH]1
    2.7 | -10 | -1 | -3.7 | 0 | 11 | 0.3 | 2 | -1.1
> C[C@H](CO)N1C[C@H](C)[C@@H](CN(C)S(=O)(=O)c2cccs2)Oc2ccc(NC(=O)c3ccncc3)cc2C1=O
    -0.7&-0.3 | -3 | -5 | -3.6 | -2 | 18 | -0.1 | -13 | 0.7
> CC(C)[C@H](NC(=O)c1ccccc1)C(=O)NC1=NCCS1
    1.5 | -3 | -3 | -4.2 | 0 | 5 | -0.7 | -2 | -0.1
> CCOC(=O)c1c(CN2CCN(C)CC2)oc2ccc(OC)cc12
    . | 2 | 0 | -1.5 | -10 | 6 | -1.8 | -2 | 1.7
> NS(=O)(=O)c1cccc(NS(=O)(=O)c2cccc(C(F)(F)F)c2)c1
    0.3 | . | . | -1.3 | 3 | 1 | 1.7 | -2 | .
> O=C(CSC(=S)N1CCOCC1)Nc1nccs1
    1.4 | 0 | 0 | -1.5 | -11 | -5 | 1.0 | 7 | -1.1
> COC(=O)c1ccc(Cl)cc1N(Cc1c(F)cccc1Cl)S(C)(=O)=O
    -0.2 | . | . | -4.0 | 0 | 13 | 0.2 | -10 | .
> O=C(CSc1ccccc1)Nc1ccc2c(c1)OCO2
    0.4 | 3 | 0 | . | 14 | 5 | 0.0 | -9 | -0.1
> CCN1C(=O)C(NC(C)=O)c2cc(OC)ccc21 (stereo not given)
    . | -6 | -1 | -1.3 | -5 | 3 | -1.2 | 5 | -0.8
> Cc1noc(C)c1NC(=O)N(C)C[C@@H]1Oc2c(NC(=O)c3ccncc3)cccc2C(=O)N([C@H](C)CO)C[C@@H]1C
    0.6&2.2 | 0 | -8 | -2.6 | -1 | -4 | 0.3 | 4 | 0.5
> CCc1nnc(NC(=O)c2cccc(S(=O)(=O)N(C)c3ccccc3)c2)s1
    . | 3 | -1 | -1.0 | -1 | 0 | -0.6 | -11 | 1.0
> COc1ccc(NC(=O)C2CC(c3ccccc3Cl)=NO2)cc1 (stereo not given)
    -0.4 | 8 | 4 | -0.6 | -3 | 3 | 4.0 | 2 | 2.2
> CNC(=O)c1c(NC(=O)C2=COCCO2)sc2c1CCC(C)C2 (stereo not given)
    1.6 | 7 | 2 | -3.3 | -5 | 2 | 0.0 | 3 | 0.0
> Cn1c(C(C#N)C(=O)c2ccco2)nc2ccccc21 (stereo not given)
    . | -7 | 1 | 0.9 | 4 | 0 | 3.3 | 12 | -0.4
> CCOc1cc(C=O)ccc1OCC(N)=O
    2.2 | 4 | -4 | -0.8 | -3 | -3 | -0.8 | 0 | -1.7
> CN(Cc1cccs1)C(=O)c1cccc(S(=O)(=O)N2CCCCCC2)c1
    3.9 | 4 | -5 | -1.2 | 0 | 20 | 0.0 | 0 | -0.1
> C#CC(=O)N(c1ccc(OC)cc1OC)C(C(=O)NC1CCCC1)c1cccs1 (stereo not given)
    0.2 | 0 | 0 | -1.4 | -2 | 14 | ? | -5 | 0.1
> O=C(c1ccc(-n2c(SCc3cccc(F)c3)nc3ccccc3c2=O)cc1)N1CCOCC1
    . | -30 | -3 | -0.9 | -5 | 21 | -0.3 | -2 | -4.8

The line under a structure holds: TcdB GH inh | BoNT F protease | Anthrax LF inh2 | FadD28 FP inh | PrPC surface inh | Y pestis TopoI | PfHsp40 rescue | CCHF vOTU inh | BoNT A protease
> CCOc1cc(CNCCSc2nnnn2C)cc(Br)c1OCc1ccccc1F
    . | -13 | -1 | -6.2 | 4 | 27 | 2.2 | -6 | -0.2
> Cc1cc(C)cc(C(=O)N2CCN(c3ccccn3)CC2)c1
    1.0 | 1 | -2 | -1.7 | 6 | -5 | -0.5 | -7 | 0.2
> CCC(=O)N(Cc1ccco1)c1nc(-c2ccccc2)cs1
    . | 5 | 9 | 1.8 | -1 | 5 | -1.0 | 0 | 1.0
> COc1ccc(-c2csc(C(NC(C)=O)c3ccccc3)n2)cn1 (stereo not given)
    -0.2 | -8 | -3 | -5.4 | 4 | -3 | . | -5 | -0.1
> O=C(CSc1nnc(-c2cccs2)o1)N1CCOCC1
    . | -5 | -3 | . | 4 | -7 | -0.6 | -6 | -1.1
> CCOC(=O)C1(Cc2cccc(F)c2)CCN(Cc2cn(CC)nc2C)CC1
    -0.6 | 5 | 10 | -3.5 | 4 | 9 | -0.4 | 2 | -1.4
> CCS(=O)(=O)N1CCC(C(=O)NCc2ccccc2OC)CC1
    . | -14 | -4 | 0.6 | 0 | 6 | -0.7 | 7 | 0.4
> Cc1ccc(C)n1-c1ccc(C(=O)NCC2CCCO2)cc1 (stereo not given)
    . | -11 | -4 | 1.7 | -2 | 11 | 0.1 | 3 | 1.8
> COc1cccc(NC(=O)Cn2c(=O)n(-c3ccccc3)c(=O)c3oc4ccccc4c32)c1
    . | -3 | 2 | 0.6 | 0 | 6 | 0.2 | -15 | -0.6
> COC(=O)c1ccc(C(=O)OC)c(NC(=O)CN(C)Cc2cccc(Cl)c2Cl)c1
    -0.5 | -3 | -3 | -3.2 | 2 | 21 | -1.2 | -2 | 0.3
> C/C=C/c1ccc(Oc2nnnn2-c2ccc(C(N)=O)cc2)c(OC)c1
    . | -8 | -2 | -3.3 | 13 | -6 | 0.0 | 9 | 0.1
> CCCc1ccc(OCc2ccc(C(=O)NCc3cccnc3)o2)c(OC)c1
    0.6 | -8 | -3 | -1.1 | 0 | 17 | 0.8 | -2 | -0.6
> CCCCN1C(=O)C(=O)N(CC(=O)Nc2ccc(OC(F)(F)F)cc2)C1=O
    1.0 | -5 | -6 | -1.8 | -2 | -7 | -0.5 | 10 | -0.2
> COc1ccc(NC(=O)/C=C/c2ccc(OC(F)F)cc2)cn1
    0.5 | -6 | 1 | . | -4 | -13 | 0.4 | 17 | 0.5
> COc1ccccc1CN1CCc2c([nH]c3ccccc23)C1
    1.1 | -18 | 8 | -4.6 | 2 | -10 | 1.6 | 7 | -3.3
> COc1ccc(CCNC(=O)C2CCN(Cc3nc(-c4cccc(Cl)c4)oc3C)CC2)cc1OC
    . | -4 | -3 | -1.6 | . | 5 | 1.1 | . | -1.1
> Cc1ccccc1Nc1nc(N)nc(COC(=O)[C@@H](NC(=O)c2ccccc2Cl)C(C)C)n1
    1.3 | 3 | 0 | -3.5 | 0 | 0 | -0.1 | -14 | 0.8
> Cn1c(=O)n(CC(=O)N2CCOCC2)c2ccccc21
    . | 2 | 0 | -0.9 | -5 | -8 | -1.2 | 0 | -0.8
> O=S(=O)(NCC(c1cccnc1)N1CCN(c2ccc(F)cc2)CC1)c1cc(F)ccc1F (stereo not given)
    . | -8 | 0 | -4.4 | 1 | 11 | 0.4 | -9 | 0.1
> CN(Cc1nc(-c2ccccc2)no1)C1CCOCC1
    -0.3 | -2 | 0 | -1.7 | 0 | -4 | 0.5 | 0 | 1.0

The line under a structure holds: TcdB GH inh | BoNT F protease | Anthrax LF inh2 | FadD28 FP inh | PrPC surface inh | Y pestis TopoI | PfHsp40 rescue | CCHF vOTU inh | BoNT A protease
> CCCOc1ccc(F)cc1-c1cc(C(=O)Nc2ccc(F)c(Cl)c2)[nH]n1
    -0.3 | -6 | -2 | -1.0 | 5 | -5 | . | 4 | 0.4
> CCCNC(=O)c1ccccc1NC(=O)C1=CSCCO1
    0.3 | 0 | -1 | -4.9 | 3 | 5 | -1.3 | 11 | 1.1
> Fc1cccc(Cc2c(-c3cccc(Br)c3)nc3c(Cl)cc(C(F)(F)F)cn23)c1
    0.4 | 2 | -4 | -1.5 | 9 | . | . | 5 | 0.3
> Cc1ccc(C2=NS(=O)(=O)N(C)C(C(=O)N3CCCCC3)=C2)cc1
    5.5 | -3 | -4 | -5.7 | -6 | 7 | -1.3 | 3 | -0.7
> Cc1ccc(C(=O)CSc2nc3ccccc3c(=O)n2-c2ccccc2)s1
    . | -38 | -8 | -0.5 | -7 | 12 | -0.8 | 8 | -0.7
> CC(=O)c1cc(C(=O)N2CCCC(C(=O)c3ccc(Cl)cc3)C2)cs1 (stereo not given)
    1.4 | 4 | -1 | 0.1 | 3 | 16 | -0.2 | 7 | 3.0
> CCCc1cc(=O)[nH]c(SCC(=O)c2cc(C)n(-c3cc(C)on3)c2C)n1
    -0.3 | -2 | -2 | -4.5 | 0 | 2 | -1.1 | 3 | -0.6
> Cc1cc(C)nc(SCC(=O)N/N=C/c2cccn2-c2ccc(O)cc2)n1
    . | -4 | -2 | -3.9 | -2 | -3 | -1.5 | 14 | 0.1
> COCCNC(=O)C1(C)CCCN(Cc2cccc(OC(=O)c3ccccc3)c2)C1 (stereo not given)
    4.7 | -3 | -3 | -5.9 | -3 | 10 | . | -9 | -0.3
> CCOc1ccc(N2C(=O)CC(Sc3nc(C)cc(C)n3)C2=O)cc1 (stereo not given)
    0.2 | -11 | -3 | 1.1 | 4 | 2 | -2.3 | -1 | -1.7
> C[C@H]1CN([C@@H](C)CO)S(=O)(=O)c2ccc(Br)cc2O[C@H]1CN(C)C(=O)NC1CCCCC1
    4.7&2.1 | -6 | 2 | -0.8 | 0 | 28 | . | -6 | -0.4
> CCOC(=O)N1CCC(NC(=O)CS(=O)Cc2nc(-c3ccc(Cl)cc3)oc2C)CC1 (stereo not given)
    -1.2 | 11 | -1 | -1.0 | 6 | 10 | -0.4 | 7 | 3.5
> O=C(c1nn(Cc2ccccc2)c(=O)c2ccccc12)N1CCN(c2ccccn2)CC1
    . | -5 | 1 | -2.1 | 2 | 1 | -0.3 | -11 | 1.5
> O=C(NCCc1c[nH]c2ccccc12)OC1CC2CC1[C@H]1CCCCN1C2=O (stereo not given in full)
    1.3 | -8 | -9 | . | 3 | . | . | 2 | -1.6
> COc1ccc(/C(N)=N/OC(=O)c2cccs2)cc1
    0.8 | ? | 4 | 0.3 | -5 | 5 | 0.5 | 3 | ?
> COc1ccc(NC(=S)N(CCc2ccc(OC)c(OC)c2)Cc2ccccn2)cc1
    1.8 | -2 | 0 | -2.1 | -2 | 21 | 1.5 | 10 | 0.0
> CN1CCN(c2ccccc2NC(=O)c2ccc([N+](=O)[O-])cc2Cl)CC1
    0.1 | -28 | -8 | -2.8 | -34 | -14 | 0.5 | 15 | -0.1
> COc1ccccc1OCC(O)CN1CCN(CC(=O)Nc2c(C)cccc2C)CC1 (stereo not given)
    1.2&0.8 | -1&4 | 2&9 | -0.3&-0.9 | 8&-2 | 4&11 | 0.5&-0.5 | -2&1 | -0.1&-0.3
> CN(Cc1ccco1)C(=O)C1CCN(c2nnc(-n3cccc3)s2)CC1
    3.0 | -7 | -1 | -2.7 | -8 | 5 | 0.1 | -9 | -4.6
> O=P(O)(O)c1ccccc1OCc1ccccc1
    . | -7 | -3 | 0.7 | -1 | 3 | -1.1 | 4 | -0.4
> CC1Cc2ccccc2N1C(=O)CCN1C(=O)C2C3C=CC(C3)C2C1=O (stereo not given)
    -8.0 | 2 | -1 | -0.2 | -2 | -4 | 0.5 | -9 | -0.3

Record cards, from the list above:
Fc1cccc(Cc2c(-c3cccc(Br)c3)nc3c(Cl)cc(C(F)(F)F)cn23)c1 as listed: TcdB GH inh = 0.4; BoNT F protease = 2; Anthrax LF inh2 = -4; FadD28 FP inh = -1.5; PrPC surface inh = 9; Y pestis TopoI = .; PfHsp40 rescue = .; CCHF vOTU inh = 5; BoNT A protease = 0.3
CCOC(=O)c1c(CN2CCN(C)CC2)oc2ccc(OC)cc12 as listed: TcdB GH inh = .; BoNT F protease = 2; Anthrax LF inh2 = 0; FadD28 FP inh = -1.5; PrPC surface inh = -10; Y pestis TopoI = 6; PfHsp40 rescue = -1.8; CCHF vOTU inh = -2; BoNT A protease = 1.7
